Screening results from PubChem BioAssay.
IMPase inh: membrane-permeable compound that blocks inositol monophosphatase. 120,000 tested, under 10 active. inhibition (IP1 accumulation), % at 46.1 µM. CHO-M1 cells, IP1 accumulation, HTRF TR-FRET ratio. P97697; active = well fitted curve in the direction sought with a large enough effect in the signal ratio, not every such curve was filed as active; inconclusive = small, poorly fitted or top-dose-only effect, or a change in a side signal; inactive = no such curve, though single readings can be large or run the other way; the % refers to the signal ratio;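 also: cells stimulated with carbachol in lithium chloride buffer; plate controls were DMSO basal wells for no effect and reference inhibitor wells for full effect; higher means more IMPase inhibition seen as more IP1 and lower FRET ratio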
Target sequence (P97697 whole entry, looked up): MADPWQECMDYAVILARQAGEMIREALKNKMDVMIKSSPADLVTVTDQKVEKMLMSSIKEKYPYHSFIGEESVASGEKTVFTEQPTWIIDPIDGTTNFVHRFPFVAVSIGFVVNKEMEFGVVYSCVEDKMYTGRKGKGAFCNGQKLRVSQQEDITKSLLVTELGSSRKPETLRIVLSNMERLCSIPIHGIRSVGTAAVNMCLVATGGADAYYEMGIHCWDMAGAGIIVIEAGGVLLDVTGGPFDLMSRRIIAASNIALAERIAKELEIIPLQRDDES
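The IP-One HTRF competitive assay in carbachol-stimulated CHO-M1 cells quantifies cellular IP1. Compounds spanned up to 46 uM final, and activity is expressed as AC50 from concentration-response fits of the ratio and donor data.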
PNC inhibitor: blocks assembly of the perinucleolar compartment; AID 2417; PC3M PTB-GFP, PNC prevalence imaging, 16 h; hits give low values; activity change (PNC), negative = inhibition, % at 10 µM; 140,000 compounds, 3.1% hits;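 active = readout at or below -70, meaning at least 70% loss of cells showing the perinucleolar compartment, a nuclear body marking cancer cells; inconclusive = readout between -30 and a set limit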;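 also: plate controls were DMSO wells for no effect and camptothecin positive control wells for full effect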
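Read-out is percentage of cells bearing a perinucleolar compartment, from automated 20x imaging of fixed, Hoechst-stained PC3M PTB-GFP cells. Cells were seeded 4 h, then exposed 16 h to compound (23 nl of library stock) in duplicate plates.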
12-hLO inh: 12-hLO (ALOX12) enzyme inhibition. purified 12-hLO, xylenol orange hydroperoxide absorbance. Potency, µM (top dose mostly 57.1 µM), without a hit: at the top dose activity change, negative = inhibition, most hits filed as inhibitors. 150,000 compounds, 0.12% hits. AID 1452; also: potency is read from the fitted curve at half-maximal effect; nearly all actives have a fitted effect of over 55% in size; many of its hits are not listed in these tables
Target sequence (P18054 whole entry, looked up): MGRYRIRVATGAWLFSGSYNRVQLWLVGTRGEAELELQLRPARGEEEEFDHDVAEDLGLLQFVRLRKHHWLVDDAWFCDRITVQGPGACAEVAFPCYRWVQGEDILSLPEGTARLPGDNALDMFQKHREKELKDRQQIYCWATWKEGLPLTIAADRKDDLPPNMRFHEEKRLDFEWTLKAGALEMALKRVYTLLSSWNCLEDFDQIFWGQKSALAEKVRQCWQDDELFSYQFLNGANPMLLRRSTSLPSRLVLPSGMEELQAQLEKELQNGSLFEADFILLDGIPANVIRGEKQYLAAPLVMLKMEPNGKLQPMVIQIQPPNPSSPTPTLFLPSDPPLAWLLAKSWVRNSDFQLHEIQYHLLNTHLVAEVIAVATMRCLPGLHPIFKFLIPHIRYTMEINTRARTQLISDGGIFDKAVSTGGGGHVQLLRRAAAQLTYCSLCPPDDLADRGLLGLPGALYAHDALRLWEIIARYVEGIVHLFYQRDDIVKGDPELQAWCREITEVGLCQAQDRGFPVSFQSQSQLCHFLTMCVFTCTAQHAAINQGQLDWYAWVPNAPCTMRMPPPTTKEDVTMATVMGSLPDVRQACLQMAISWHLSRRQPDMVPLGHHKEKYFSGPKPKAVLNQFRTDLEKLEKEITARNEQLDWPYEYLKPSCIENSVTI
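Hydroperoxide formation by human 12-lipoxygenase from 40 uM arachidonic acid was followed colorimetrically via ferric-xylenol orange complex, using the 573/405 nm absorbance ratio. Enzyme concentration was 150 nM, with 30 min reaction at room temperature.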
15-hLO-2 inh: 15-hLO-2 (ALOX15B) enzyme inhibition; O15296; purified 15hLO-2, xylenol orange hydroperoxide absorbance; Potency, µM (doses to about 57.1 µM), for inactives: top-dose activity change, negative = inhibition, actives largely listed as inhibitors; 110,000 compounds, 0.56% hits; also: potency is read from the fitted curve at half-maximal effect; nearly all actives have a fitted effect of over 60% in size; many of its hits are not listed in these tables
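Read-out: hydroperoxide product oxidises ferrous iron, measured as xylenol orange complex via the 573-to-405 nm absorbance ratio after 30 min. Reaction: 50 nM enzyme, 15 min compound preincubation, 45 uM arachidonic acid, 90 min RT, Hepes pH 7.5 with Triton X-100.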
* marks the source's active call; other numbers are inactive results; ? = inconclusive; · = no result given; [ ] = remark or other dose. Unless noted, calls follow the shape of the dose curve; as a rule, active = well fitted curve in the direction sought with a large enough effect; inconclusive = small, poorly fitted or top-dose-only effect, or another doubt; inactive = no such curve, though single readings can be large; an effect the other way counts as inactive or inconclusive. Unless noted, % is scaled to controls: 0 for no effect and ±100 for the full control effect. This is a subset (hit frequency here may not be typical).

SMILES	IMPase inh	PNC inhibitor	12-hLO inh	15-hLO-2 inh
Oc1ccc(Br)cc1-c1nc2cnccn2c1NC1CCCC1	0	-5	-12%	-8%
CN1/C(=C\C(=O)COC(=O)CNC(=O)c2ccccc2F)C(C)(C)c2ccccc21	·	-2	2%	·
Cc1ccc(NC(=O)CSc2ncn(-c3ccccc3)n2)cc1C	·	29	-6%	·
C#CCOCCOCCOCCNc1nc(N2CCN(C(=O)[C@H]([C@@H](C)CC)n3cc(CCCN=C(N)N)nn3)CC2)nc(N2CCN(C(=O)[C@H](Cc3ccc(O)cc3)n3cc(CCO)nn3)CC2)n1	·	32	4%	·
COC(=O)C(CCCCNC(=O)c1ccc([N+](=O)[O-])cc1)NC(=O)c1ccc([N+](=O)[O-])cc1 (stereo not given)	·	-15	1%	·
CS(=O)(=O)c1ccc(Cl)c(NC(=O)C2CC(=O)N(Cc3ccccc3)C2)c1 (stereo not given)	14	?	-2%	-1%
CC(C)CCNC(=O)NC(=O)CSc1nnc(COc2ccccc2Cl)o1	-1	-24	-8%	-15%
CSc1nc2ccc(Cl)cc2[nH]1	5	17	-2%	·
COc1cc(/C=C/C(=O)O)ccc1OCc1ccccc1C#N	·	?	5%	·
O=C(CS(=O)c1ccc(C(F)(F)F)cc1[N+](=O)[O-])Oc1ccc(Cl)cc1 (stereo not given)	6	?	-2%	-8%
COc1ccccc1CNC(=O)C1CCN(S(=O)(=O)c2cccc3cccnc23)CC1	-1	-2	-5%	-3%
CS(=O)(=O)N(CC(=O)NCc1ccccc1)C1CCCCC1	4	?	2%	·
Cc1ccnc(NS(=O)(=O)c2ccc(Oc3ccccc3)cc2)c1	4	?	4%	1%
COc1ccc(NC(=O)COc2ccccc2C#N)c(S(=O)(=O)N2CCCCC2)c1	11	-22	-10%	6%
CCc1nc2c(cnn2-c2ccc(F)cc2)c(=O)n1-c1ccc(N2CCC(C)CC2)cc1	4	10	5%	20%
O=C(O)C[C@H](NC(=O)CP(=O)(O)O)C(=O)O.[NH-][C@@H]1CCCC[C@@H]1[NH-].[Pt]	·	·	1%[11.4 µM]	2%[11.4 µM]
C=CCn1c(SCC(=O)NC)nc2sc3c(c2c1=O)CCC3	4	17	-7%	1%
CC/C(=N\O)c1ccc(O)c(OC)c1	-7	7	-6%	-7%
O=C(NC1CC1)c1ccc2c(c1)NC(=O)c1ccccc1S2	-5	15	1%	-6%
CC1CCCC(NC(=O)Cn2cc3c(n2)CCCCC3)C1C (stereo not given)	2	?	-3%	4%
Cc1cc(C)c(S(=O)(=O)N2CCCOC2CNC(=O)C(=O)NCCc2c[nH]c3ccccc23)c(C)c1 (stereo not given)	·	-5	-2%	·
CC(=O)Nc1ccc(S(=O)(=O)N2CCN(CCCOc3cc(C)ccc3C)CC2)cc1	10	?	-9%	27%
Cc1ccc([N+](=O)[O-])cc1N=C(c1cccc([N+](=O)[O-])c1)N1CCOCC1	0	-18	1%	-5%
CCOc1cc2[nH]c(=S)n(C(C)C)c(=O)c2cc1OCC	-6	19	-19%	-6%
COc1cccc(/C=N/NC(=O)C(=O)N2CCCC2)c1OC	-3	-16	-8%	-3%

(list continues)
SMILES	IMPase inh	PNC inhibitor	12-hLO inh	15-hLO-2 inh
COCCN1C(=O)c2ccccc2C(C(=O)NCC2CCCO2)C1c1c[nH]c2ccccc12 (stereo not given)	-3	15	-1%	-1%
O=S(=O)(c1cc(Cl)ccc1Br)N1CCOCC1	5	?	4%	1%
COc1ccc(-c2nnn(CC(=O)c3c[nH]c4ccccc34)n2)cc1OC	2	-17	-5%	-6%
N#Cc1ccc(N2Cc3ccccc3C2=NC(=O)c2cccs2)cc1	1	-5	-3%	·
Cc1ccc(-c2nnc(Sc3nc4ccccc4o3)c3ccccc23)cc1	11	71	1%	6%
COC(=O)c1[nH]nc2c1C(=O)N(C1CCCCC1)C2=O	-15	?	-1%	-7%
COc1cc(C(=O)Oc2cccc(C=O)c2)cc(OC)c1OC	3	21	-2%	2%
CC1CC(C)CN(CCCNC(=O)COc2cc(=O)n(C)c3ccccc23)C1 (stereo not given)	?	2	-8%	·
COc1ccc(/C=N/N=C2/NC(=O)C(c3ccccc3)S2)c(OC)c1 (stereo not given)	-4	-8	-2%	-27%
Cn1cnnc1SCC(=O)c1ccco1	-1	20	-2%	6%
Cc1cc(C(=O)Nc2cc(C)n(Cc3ccc(Cl)cc3)n2)no1	9	-12	-9%	·
CC(C)n1c(SCC(=O)N2CCCC2)nc2c1c(=O)n(C)c(=O)n2C	9	-27	0%	8%
Cc1ccc(NC(=O)OCCN2CCN(Cc3ccccc3)CCC2=O)cc1C	·	-7	2%[0.00818 µM]	14%[0.0915 µM]
Cn1cc(C(=O)c2ccc(Cl)cc2Cl)cc1C(=O)N/N=C(\N)COc1ccccc1	9	10	-16%	24%
FC(F)(F)c1cccc(-c2nc3nc(Cl)c(Cl)nc3[nH]2)c1	·	·	-2%[11.4 µM]	1%[11.4 µM]
COc1cccc(C(=O)Nc2ncc3c(n2)CC(C)(C)CC3=O)c1	-4	17	1%	-11%
CCc1c(C)sc(NC(=O)CC#N)c1C#N	12	9	-12%	-23%
COc1ccc(NC(=O)c2ccc(NCCCN3CCOCC3)c([N+](=O)[O-])c2)cc1	-8	?	-6%	·
COc1ccccc1-c1nnc(NC(=O)c2cccc(N3C(=O)CCC3=O)c2)o1	·	-8	1%	·
CCCNC(=S)NCCN1CCCCC1	3	20	0%	·
CCC(=O)N/C(=N\OCc1ccc(F)cc1)c1nonc1NC(=O)CC	4	-30	2%	-3%
Cc1oc(-c2ccc(Cl)cc2)nc1CN1CCC(C(=O)N2CCN(Cc3ccccc3)CC2)CC1	8	-17	2%	33%[activator]
CCCS(=O)(=O)N1CCC(C(=O)N2CCN(C(=O)OCC)CC2)CC1	-1	-10	4%	5%
Cc1cc(C)n(-c2nc3c(c(=O)[nH]c(=O)n3C)n2CC(O)c2ccccc2)n1 (stereo not given)	2	?	-3%	-4%
CCSc1nc(O)c(C2OC(=O)c3c2ccc(OC)c3OC)c(=O)n1CC (stereo not given)	9	-122*	1%	-10%

(continued)
SMILES	IMPase inh	PNC inhibitor	12-hLO inh	15-hLO-2 inh
O=S(=O)(c1ccccc1)N1CCN(Cc2ccccc2C(F)(F)F)CC1	7	-8	-8%	-20%
COc1ccc(N2C(=O)CC3(CCCC3)CC2=O)cc1	·	101	-3%	·
CC(=O)Nc1nnc(SCc2ccccc2F)s1	7	?	2%	-3%
CC(C)N1C(=O)c2ccccc2C1C(=O)NC1CCCCCC1 (stereo not given)	?	24	-1%	-7%
Cc1occc1-c1nnc(SCC(=O)Nc2ccccc2)n1CCc1ccccc1	0	?	-10%	1%[2.29 µM]
COc1ccc(C(c2nnnn2Cc2ccccc2)N2CCN(c3ccccc3)CC2)cc1 (stereo not given)	-6	27	-6%	-3%
Cc1nc2cc(CO)ccc2n1C	-3	19	-1%	0%
CCn1c(SCC(=O)NC2CCCCC2)nnc1-c1cccs1	-4	?	-3%	-3%
CC(C)(O)C(=O)NN(Cc1ccccc1)c1ccccc1	·	30	2%	·
CCS(=O)(=O)N1CCC(C(=O)NCCN2CCN(Cc3ccccc3)CC2)CC1	3	51	-1%	3%
CC(CNC(=O)c1cc(Cl)ccc1[N+](=O)[O-])NC(=O)c1cc(Cl)ccc1[N+](=O)[O-] (stereo not given)	1	64	3%	-4%
CCCN1CCC(=NNC(=O)c2ccc(Br)o2)CC1	1	10	4%	-1%
CC1Cc2ccccc2N1C(=O)Cn1c(=O)oc2cc(S(=O)(=O)N3CCCCC3)ccc21 (stereo not given)	-1	-12	4%	-11%
O=C(Oc1coc(CSc2nnc(NC(=O)c3cccs3)s2)cc1=O)c1ccccc1	-7	?	1%	·
CC(C)CCn1c(SCCc2ccccc2)nc2c1c(=O)[nH]c(=O)n2C	-4	34	-2%	-6%
Cc1ccc(NC(=O)c2cc(-n3cnnc3)ccc2Cl)cc1	12	22	5%	·
Cc1ccc(C(=O)c2ccc([N+](=O)[O-])cc2)c(C)c1	8	-14	-3%	0%
S=C(NCCC1=CCCCC1)Nc1ccc(Cl)cc1	·	31	2%	·
CCCS(=O)(=O)N1CCN(C(=O)c2ccc(-c3ccccc3)cc2)CC1	-6	-9	5%	-5%
O=C(C1CCC(CNS(=O)(=O)c2cccc3cccnc23)CC1)N1CCc2ccccc21 (stereo not given)	16	-20	1%	-5%
CC(C)(N=NC(C)(C)C1=NCCN1)C1=NCCN1	·	·	-5%[11.4 µM]	11%[11.4 µM]
COc1cc(C(=O)Nc2nnc(CC(=O)N3CCOCC3)s2)cc(OC)c1OC	-9	-20	-2%	-6%
O=C(O)CSc1sc(=S)sc1SCC(=O)O	-5	-19	-6%	?
O=C1CSC(c2cn(-c3ccccc3)nc2-c2cc3ccccc3oc2=O)N1Cc1ccccc1 (stereo not given)	3	62	6%	-6%
O=C(c1ccc2c(c1)OCO2)N1CCCC1	-1	-15	7%	-1%

Part of the list above, as a markdown table.
| Structure | IMPase inh | PNC inhibitor | 12-hLO inh | 15-hLO-2 inh |
| --- | --- | --- | --- | --- |
| CCSc1nc(O)c(C2OC(=O)c3c2ccc(OC)c3OC)c(=O)n1CC (stereo not given) | 9 | -122* | 1% | -10% |
| O=S(=O)(c1ccccc1)N1CCN(Cc2ccccc2C(F)(F)F)CC1 | 7 | -8 | -8% | -20% |
| COc1ccc(N2C(=O)CC3(CCCC3)CC2=O)cc1 | · | 101 | -3% | · |
| CC(=O)Nc1nnc(SCc2ccccc2F)s1 | 7 | ? | 2% | -3% |

More structures follow:
SMILES	IMPase inh	PNC inhibitor	12-hLO inh	15-hLO-2 inh
COc1cc(OC)c2c(-c3cccc(-c4ccc(C(F)(F)F)cc4)c3)cc(=O)oc2c1	·	·	0%[0.00818 µM]	-2%[0.0915 µM]
O=C(O)CCc1nc(-c2ccc(Cl)cc2)no1	-2	2	-4%	-11%
COc1cccc(NS(=O)(=O)c2ccc3[nH]cc(C(=O)NCCN4CCOCC4)c(=O)c3c2)c1	1	5	-6%	-2%
CCN1CCN(C(=S)c2ccc(Cl)c(Cl)c2)CC1	7	?	-9%	16%
O=S(=O)(NCc1cccs1)c1cccc(S(=O)(=O)N2CCCCC2)c1	-2	7	-5%	-6%
COc1cccc(/C=C/C(=C2/C(=O)N(c3ccccc3)N=C2C)c2ccc(Br)cc2)c1OC	1	9	0%	·
CCCCCCCCOC(=O)CCc1c(C)[nH]c(=S)[nH]c1=O	5	20	-4%	?
COc1ccccc1-c1ccc2ncnc(N3CCN(C)CC3)c2c1	·	·	1%	42%[activator]
O=C(Nc1cccc(F)c1)c1coc(=O)c(Br)c1	1	?	-4%	·
Cc1ccc(S(=O)(=O)Nc2cc(=O)[nH]c(SCc3ccccc3Cl)n2)cc1	·	108	1%	·
NS(=O)(=O)c1ccc(NC(=O)COC(=O)c2cn(-c3ccccc3)nc2-c2ccc(F)cc2)cc1	·	37	1%	·
COC(=O)/C(N=Nc1c(C)n(C)n(-c2ccccc2)c1=O)=C(\C)O	-4	?	-5%	·
Cc1cc(C)cc(C(=O)NC(=S)Nc2ccc(-c3cc4ccccc4oc3=O)cc2)c1	?	?	-2%	·
O=C(NCCN1CCOCC1)c1ccccc1-c1ccccc1	?	30	-10%	0%
COCCNC(=O)c1ccccc1NC(=O)CN(c1ccc2c(c1)OCO2)S(C)(=O)=O	3	?	1%	-2%
CCOc1ccc2nc(-c3ccccc3)[nH]c2c1	-19	-20	2%	9%
Cc1ccc(CN2C(=O)CCC2C(=O)NCCN2CCOCC2)cc1 (stereo not given)	-2	112	4%	15%
COC(=O)c1c[nH]n2c(=O)cc(C)nc12	-6	-3	0%	10%
CCc1sc(NS(C)(=O)=O)nc1-c1ccccc1	-2	15	5%	-5%
COc1ccccc1CN1CCCC2(CCN(C(=O)c3csnn3)CC2)C1	·	·	0%	-1%
